Screening data as filed in PubChem BioAssay.
PL synth Enamine: animal cell phospholipid biosynthesis inhibition, Enamine screen. ZR-82 CHO cells, pyrene fatty acid UV survival, CellTiter Blue; peroxisome-deficient CHO-K1 mutant line; plus DGAT-1, DGAT-2 and ACAT inhibitors. calls only at 10 µM. actives 0.4% (n = 20,000). AID 1347385;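 active = cell survival signal 2 SD away from solvent-only control wells, confirmed on one or two retests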;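 note: 3 h compound exposure then viability read about one day after UV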
Calls only; i = inactive. These rows are one share of the data; count on the stated rates, not on these rows.

canonical_smiles | PL synth Enamine
CC(C)n1ncc2c(C(=O)NC3=NCCS3)cc(C3CC3)nc21 | i
S=c1[nH]n(-c2ccc(Cl)c(Cl)c2)c(=S)s1 | i
OC(CN1CCN(CC(O)Cn2c3ccc(Br)cc3c3cc(Br)ccc32)CC1)Cn1c2ccc(Br)cc2c2cc(Br)ccc21 (stereo not given) | i
Cc1ccc(C2SCCN2S(=O)(=O)c2ccc(Br)cc2)cc1 (stereo not given) | i
Clc1cc(CSc2ncnc3ccccc23)cc2c1OCCO2 | i
O=[N+]([O-])c1ccc(N2CCN(c3ncccn3)CC2)c(S(=O)(=O)N2CCOCC2)c1 | i
O=C(O)/C=C/c1ccc(I)o1 | i
O=C(N/N=C1\CCSc2ccc(F)cc21)C1COc2ccccc2O1 (stereo not given) | i

canonical_smiles | PL synth Enamine
c1ccc(N=P(Nc2ccccc2)(Nc2ccccc2)Nc2ccccc2)cc1 | i
[O-]C(=C(C(=S)Nc1ccccc1)[n+]1ccccc1)c1cc2ccccc2o1 | i
Nc1[nH]n(-c2ccccc2)c(=O)c1N=Nc1ccc2ncsc2c1 | i
COC(=O)c1c(NC(=O)CC2CC3CCC2C3)sc2c1CCC2 (stereo not given) | i
O=C1c2ccccc2C(=O)N1CSc1nc2nn(-c3ccccc3)c(=O)c-2c2n1CCCCC2 | i
CC1(C)CC(NC(=O)C23CC4CC(CC(C4)C2)C3)CC(C)(C)N1 | i
O=S(=O)(NC1=NCCCCC1)c1ccc(F)cc1F | i
O=C(O)/C=C/C1=Cc2cc(Cl)ccc2OC1 | i

canonical_smiles | PL synth Enamine
COc1ccc(-c2nc3cc(C(F)(F)F)ccc3n3ccnc23)cc1 | i
c1csc(-c2nnc(Sc3nc(CN4CCCCC4)nc4sc5c(c34)CCCC5)o2)c1 | i
O=C(CSc1nnc2c(Cl)cc(Cl)cn12)c1ccc(Cl)s1 | i
CN=c1scc(-c2ccc(Br)cc2)n1/N=C/c1ccc(Cl)cc1 | i
Cn1c(Cc2cccs2)nnc1SCC(=O)C12CC3CC(CC(C3)C1)C2 | i
O=S(=O)(c1ccc(Cl)s1)N1CCN(S(=O)(=O)c2ccc(F)c(F)c2F)CC1 | i
CCC(C)NC(=O)NC(=O)CSc1nnc(C2CC2)n1C1CC1 (stereo not given) | i
C=CCc1cc(CN2CCN(Cc3ccc4c(c3)OCO4)CC2)c(O)c(OC)c1 | i

canonical_smiles | PL synth Enamine
C/C=C/C(=O)OCc1nc2c(c(=O)[nH]c(=O)n2CCCC)n1C | i
CC(C)(C)C(=O)OC1OCCOC1OC(=O)C(C)(C)C (stereo not given) | i
Nc1nc(CSc2nnc(C3CC3)n2-c2ccccc2)nc(Nc2ccccc2)n1 | i
CS(=O)(=O)N(c1ccccc1Cl)S(=O)(=O)c1ccc(Cl)c([N+](=O)[O-])c1 | i
Nc1nc(N)nc(SCC(=O)c2c[nH]c3ccccc23)n1 | i
CC(C)CNC(=O)NC(=O)COC(=O)CNC(=O)c1ccc(Br)o1 | i
Cc1ccc(C)n1-c1ccc(C(=O)NNC2=NCCC2)s1 | i
O=c1cc(CN2CCCCC2)nc2sc3c(n12)CCCC3 | i

canonical_smiles | PL synth Enamine
NC(=S)NC1=CN(c2ccccc2)N=C(c2ccc([N+](=O)[O-])cc2)N=C1 | i
Cc1ccc(-n2[nH]nnc2=S)c(C)c1 | i
O=[N+]([O-])c1ccc(Sc2cccc3cccnc23)c([N+](=O)[O-])c1 | i
O=S(=O)(c1ccc(Cl)s1)N(Cc1ccco1)Cc1ccco1 | i
CC(NC(=O)C12CC3CC(CC(C3)C1)C2)C(=O)NNC(=O)CCC1CCCCC1 (stereo not given) | i
O=C(Nc1nn2cnnc2s1)c1ccc(=O)[nH]n1 | i
COC(=O)C(N)CS (stereo not given) | i
Cc1cc(=O)oc2cc(OCC(=O)C(C)(C)C)ccc12 | i

canonical_smiles | PL synth Enamine
Cc1cc(C)c2[nH]c(O)c(N=NC(=S)NCC3CCCO3)c2c1 (stereo not given) | i
CCCn1c(N)c(C(=O)CSc2nncs2)c(=O)[nH]c1=O | i
O=C(Nc1ccc(SC(F)F)cc1)C1=CC=CN2CCS(=O)(=O)N=C12 | i
O=C1NC(=S)S/C1=C\c1ccc(-c2cc(Cl)ccc2Cl)o1 | i
CN(C)c1ccc(N=Nc2cccc(S(=O)(=O)C(F)F)c2)cc1 | i
Cn1cnnc1Sc1ccc(/C=N/N=C2\CC3CCC2(C)C3(C)C)cc1[N+](=O)[O-] (stereo not given) | i
O=C(CSc1nnc(-c2ccc3c(c2)OCO3)o1)CSc1nnc(-c2ccc3c(c2)OCO3)o1 | i
O=[N+]([O-])c1ccc2c(c1)CCN2 | i

canonical_smiles | PL synth Enamine
Clc1ccc(C2=Nn3c(nnc3-c3cccnc3)SC2)cc1 | i
Cc1nc(SC(F)F)c2c3c(sc2n1)CCCC3 | i
O=C(Cn1cnc2sccc2c1=O)N1CCN(S(=O)(=O)c2ccc(Cl)s2)CC1 | i
CC(C)(C)N=C1NN=C(c2ccc(Cl)c(Cl)c2)CS1 | i
Nc1no[n+]([O-])c1-c1ccccc1 | i
CN=C1SCC(O)(c2cccc([N+](=O)[O-])c2)N1C (stereo not given) | i
S=C(NCc1ccc(Cl)cc1)c1ccc2c(c1)OCO2 | i
Cc1ccc2nc(C(Cl)(Cl)Cl)nc(N/N=C/c3ccc(F)cc3)c2c1 | i

canonical_smiles | PL synth Enamine
CN(C)S(=O)(=O)c1ccc(S(=O)(=O)Nc2ccc(OC(F)F)cc2)cc1 | i
Cc1cc(-c2csc3nc[nH]c(=S)c23)cc(C)c1C | i
C/C=C/C(=O)OCC1=C(C(=O)OCC)C(c2cccs2)NC(=O)N1 (stereo not given) | i
OC1(c2ccc(OC(F)F)cc2)CSC(=Nc2cccnc2)N1C1CC1 (stereo not given) | i
COc1ccc(-c2cn(-c3ccccc3)c3[n+]2CCCS3)cc1 | i
O=[N+]([O-])c1ccc(S(=O)(=O)Nc2ccc(Cl)c(S(=O)(=O)N3CCOCC3)c2)cc1 | i
CC(Sc1ncnc2sccc12)C(=O)NC(N)=O (stereo not given) | i
O=C(CSc1nnc(-c2ccc3c(c2)OCO3)o1)c1ccc2c(c1)OCCO2 | i

Some of these compounds in order of length of the SMILES, rising:
canonical_smiles | PL synth Enamine
Cc1cc(-c2csc3nc[nH]c(=S)c23)cc(C)c1C | i
C/C=C/C(=O)OCC1=C(C(=O)OCC)C(c2cccs2)NC(=O)N1 (stereo not given) | i
O=C(CSc1nnc(-c2ccc3c(c2)OCO3)o1)c1ccc2c(c1)OCCO2 | i
CN(C)S(=O)(=O)c1ccc(S(=O)(=O)Nc2ccc(OC(F)F)cc2)cc1 | i
O=[N+]([O-])c1ccc(S(=O)(=O)Nc2ccc(Cl)c(S(=O)(=O)N3CCOCC3)c2)cc1 | i

Following part:
canonical_smiles | PL synth Enamine
O=S1(=O)CCC(NC(=S)Nc2ccccn2)C1 (stereo not given) | i
CN(Cc1ccc(Cl)s1)C(=O)CSc1nnc(C2CC2)n1C1CC1 | i
CCC(C)N=Cc1c(NCCO)nc2c(C)cccn2c1=O (stereo not given) | i
CC(=O)Nc1sc(C)c(C)c1C(=O)OCC(=O)NC(N)=O | i
Cc1cc(C)c2nc(N/N=C/c3ccc(O)c(O)c3)cc(C)c2c1 | i
O=S(=O)(Nc1nc2ccccc2nc1Nc1ccc(Cl)c(Cl)c1)c1cccc2nsnc12 | i
COc1ccc(OCCSc2nn(-c3ccc(Cl)cc3)c(=S)s2)cc1 | i
CSc1ccc(C=Nc2c[nH]c(=O)[nH]c2=O)cc1 | i

canonical_smiles | PL synth Enamine
Cc1ccc2nc(COC(=O)C(C)N3C(=O)C4CCCCC4C3=O)cc(=O)n2c1 (stereo not given) | i
Cc1csc(Sc2nc(CN3CCOCC3)nc3sc(C)c(C)c23)n1 | i
CN(C(=O)CN1C(=O)NC2(CCCCCC2)C1=O)C1CCCCC1 | i
O=P(c1ccccc1)(c1ccccc1)C(NS(=O)(=O)c1ccccc1)c1cccc(Br)c1 (stereo not given) | i
O=c1c2cc(F)ccc2oc2ccc(F)cc12 | i
c1ccc2c(CSc3nnnn3C3CC3)cccc2c1 | i
Cn1cc(S(=O)(=O)N2CCNCC2)cc1C(N)=O | i
c1ccc(-c2nc(Oc3cccc4cccnc34)c3ccccc3n2)cc1 | i

canonical_smiles | PL synth Enamine
CCCCn1c(=O)[nH]c(=O)c2c1nc(CSC1CCCC1)n2CC | i
CSc1nc2scc(-c3cccs3)c2c(=O)n1CC(C)C | i
Fc1ccccc1N=C1NN=C(c2c[nH]c3ccccc23)CS1 | i
O=[N+]([O-])c1cc(C(F)(F)F)cc([N+](=O)[O-])c1N1CCCC(C(F)(F)F)C1 (stereo not given) | i
Cc1ccn2c(=O)cc(CSc3nc4sc5c(c4c(=O)n3Cc3ccco3)CCC5)nc2c1 | i
C=CCn1c(C)cc(C(=O)CSc2n[nH]c(=O)n2CCC)c1C | i
S=c1[nH]c(-c2ccccc2)c(-c2ccccc2)[nH]1 | i
O=C1CCCCC1Sc1ncnc2sc3c(c12)CCC3 (stereo not given) | i

canonical_smiles | PL synth Enamine
O=S(=O)(Nc1ncccn1)c1ccc(NC(=S)Nc2cccnc2)cc1 | i
COc1ccc(N2CCN(Cn3nnn(-c4ccc(OC)cc4)c3=S)CC2)cc1 | i
COc1ccc2nc(N3CCCCC3)[nH]c2c1 | i
CN(C1CCCCC1)S(=O)(=O)c1ccc(Br)cc1Cl | i
CCOC(=O)c1cc2c(=O)n3ccccc3nc2n(CCCOC(C)C)c1=O | i
COc1ccc2nc(/C=C/c3ccsc3)cc(Cl)c2c1 | i
C(=C(\c1ccccc1)c1nc2ccccc2[nH]1)/c1ccccc1 | i
O=c1/c(=C/c2ccncc2)sc2n1CN(c1ccc(I)cc1)CN=2 | i

canonical_smiles | PL synth Enamine
c1ccc2c(c1)oc1c(NC3CCCCC3)ncnc12 | i
Cc1cc(C)n2c(SCC(=O)c3c(N)n(C4CC4)c(=O)[nH]c3=O)nnc2n1 | i
CC(C)(C)c1ccc(COc2ncnc3ccc(Br)cc23)cc1 | i
FC(F)Sc1nc(-c2ccc(Br)cc2)nc2ccccc12 | i
O=C(O)c1nc2ccccc2s1 | i
CCCn1c(O)c(C=Nc2nccs2)c(=O)[nH]c1=S | i
CCCCCn1cnnc1SC(C(=O)NC(N)=O)C(C)C (stereo not given) | i
O=c1[nH]c(CSc2nnnn2C2CCCC2)nc2ccsc12 | i

canonical_smiles | PL synth Enamine
Fc1cc2c(c(COn3nnc4ccccc43)c1)OC(c1ccccc1)OC2 (stereo not given) | i
FC(F)Sc1ccc(NC(=NC2(C(Cl)(Cl)Cl)Oc3ccccc3O2)C(F)(F)F)cc1 | i
C=CCn1c(SCC(=O)N2CCCC2=O)nc2sc3c(c2c1=O)CCCC3 | i
CCOc1ccc(N=Nc2c(C)n[nH]c2C)c([N+](=O)[O-])c1 | i
O=S1(=O)CCC(Nc2ncnc3c2oc2ccccc23)C1 (stereo not given) | i
O=C(O)Cc1cn2ccsc2n1 | i
O=C(O)CSc1ncnc2sc3c(c12)CCCC3 | i
CC1CCC(C(C)C)C(OC(=O)c2ccc([N+](=O)[O-])s2)C1 (stereo not given) | i

canonical_smiles | PL synth Enamine
COc1cc(/C=N/n2c(C3COc4ccccc4O3)n[nH]c2=S)cc(OC)c1O (stereo not given) | i
Cc1ccsc1/C=N/N=C(N)N | i
N=C1C(c2nc3ccccc3s2)=C(O)CN1C1CCCCC1 | i
C=CCn1c(SCC(=O)OC(C)(C)C)nc2sc(C)c(C)c2c1=O | i
O=S1(=O)CCC(N2CCSC2=Nc2ccc(Cl)cc2)C1 (stereo not given) | i
O=S(=O)(Nc1ccc2c(c1)OCCO2)c1ccc2c(c1)OCCCO2 | i
Cc1cc(C)n2[nH]c(=S)nc2n1 | i
CCSc1nnc(NC(=O)/C=C/c2ccc(Br)o2)s1 | i

canonical_smiles | PL synth Enamine
CN=c1scc(-c2ccc(-c3ccccc3)cc2)n1/N=C/c1ccc2c(c1)OCO2 | i
Cc1cc(C(=O)COC(=O)c2ccc(Cl)s2)c(C)n1-c1ncn[nH]1 | i
Cc1ccc(C2=NN3C(C2)c2ccccc2OC3c2ccc(F)cc2)cc1 (stereo not given) | i
Cc1cc(COC(=O)C2=CN3CCS(=O)(=O)N=C3C=C2)no1 | i
O=C1CCC(C(=O)OCC(=O)c2ccc(Br)s2)=NN1 | i
O=c1ccc2cc(S(=O)(=O)Nc3cccnc3)ccc2o1 | i
O=[N+]([O-])c1ccc(NS(=O)(=O)N2CCOCC2)cc1 | i
Cc1cc(=S)[nH]c2ccccc12 | i

canonical_smiles | PL synth Enamine
O=c1[nH]c(Nc2nc3ccccc3o2)nc(O)c1Cc1ccccc1 | i
CCSc1nnc(SCC(=O)NC(=O)NC2CCCC(C)C2C)s1 (stereo not given) | i
CN1CCN(Cn2nc(-c3ccc4c(c3)OCO4)oc2=S)CC1 | i
c1cc2c(cc1C1=NNC(=NCC3CCCO3)SC1)CCC2 (stereo not given) | i
C1=C(c2ccc(-c3ccccc3)cc2)SC2=NCCN12 | i
O=C(Cn1cc(C(F)(F)F)ccc1=O)NC(=O)NC1CCCC1 | i
C[N+]1=C2CCCCCN2C(O)(c2ccccc2)C1 (stereo not given) | i
O=[N+]([O-])c1cc(F)ccc1N=Cc1c2ccccc2cc2ccccc12 | i

2 entries drawn at random from the list so far, as already listed:
canonical_smiles | PL synth Enamine
C=CCn1c(C)cc(C(=O)CSc2n[nH]c(=O)n2CCC)c1C | i
C=CCn1c(SCC(=O)OC(C)(C)C)nc2sc(C)c(C)c2c1=O | i

Next compounds:
canonical_smiles | PL synth Enamine
CC1(C)CC2CC(C)(CN2C(c2ccc(F)cc2)c2ccc(F)cc2)C1 (stereo not given) | i
c1ccc(-c2c3c(nc4ccccc24)-c2ccccc2SC3)cc1 | i
COc1ccc(OC)c(CSc2nnnn2C2CC2)c1 | i
O=C(COC(=O)c1cc2c(s1)CCC2)c1ccc(Br)s1 | i
Cc1nc2cc(Cl)c(Cl)cc2nc1C | i
O=S(=O)(NCc1ccncc1)c1ccc2c(c1)OCCO2 | i
Nc1c(C(=O)CSc2nnnn2C2CCCC2)c(=O)[nH]c(=O)n1C1CC1 | i
